ABHD4 inh: inhibits mouse alpha/beta hydrolase domain 4. inhibition, % at 8.92 µM. 370,000 tested, 0.54% active. purified mABHD4, FP-Rh probe fluorescence polarization;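 active = inhibition exceeding the mean over every tested compound plus 3 SD, cut at about 30% in these data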;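 note: 0% = plate median of compound wells and 100% = S159A mutant with DMSO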
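Test system: mouse ABHD4 enzyme, wild type. Reagent: FP-Rh fluorescent activity-based probe, added after compound pre-incubation. Timing: pre-incubation 45 min, probe exposure 60 min, at 25 °C. Technique: FP readout, ex 525 nm / em 598 nm. Benchmarks: high control S159A mutant with DMSO, low control median of compound wells.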
ASAP1 GAP inh: blocks human ASAP1-stimulated Arf1 GTP hydrolysis | 360,000 tested, 0.19% active | inhibition, % at 16.5 µM | GDP FP detection | AID 624377; in the data active = inhibition above about 25%;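 note: 0% = vehicle with enzyme and substrate and 100% = no enzyme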
Target sequence (Q9ULH1 325-724 limits assumed): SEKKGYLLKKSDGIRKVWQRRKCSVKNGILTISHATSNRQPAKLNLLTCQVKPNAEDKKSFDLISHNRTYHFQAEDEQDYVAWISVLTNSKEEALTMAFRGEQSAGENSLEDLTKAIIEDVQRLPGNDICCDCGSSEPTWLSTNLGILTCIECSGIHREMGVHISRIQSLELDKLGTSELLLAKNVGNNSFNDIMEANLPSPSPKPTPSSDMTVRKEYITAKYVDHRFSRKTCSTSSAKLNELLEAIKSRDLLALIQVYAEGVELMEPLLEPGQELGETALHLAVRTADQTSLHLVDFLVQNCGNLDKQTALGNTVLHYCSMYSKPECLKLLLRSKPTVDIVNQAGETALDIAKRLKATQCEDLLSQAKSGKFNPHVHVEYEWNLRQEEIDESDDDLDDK
Rev-erbA mod: modulators of human Rev-erb alpha DNA binding. 370,000 tested, 0.79% active. Rev-erbα–FITC-DNA binding, fluorescence polarization, 90 min. P20393. activity, % at 10 µM;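 active = activity above about 14%, limit read from the data; passing the limit was not always enough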;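 note: 0% = DMSO wells with 35 nM protein and 100% = DMSO wells with 750 nM protein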
SMARCA2 activ: activators of SMARCA2 function | activation, % at 9.1 µM | MG213 cells, MMTV-luciferase reporter, dexamethasone, overnight | 370,000 tested, 1% active; in the data active = activation above about 7.8%;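 note: 0% = vehicle wells and 100% = reference activator wells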
rCAG RNA binder: binds r(CAG) RNA repeats; AID 651821; 370,000 tested, 1.3% active; r(CAG) RNA repeat, TO-PRO-1 dye displacement fluorescence; inhibition, % at 3 µM;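 active = inhibition above the plate cutoff, the mean of all test compounds on that plate plus 3 SD, cut at about 35% in these data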;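 note: 0% = DMSO alone and 100% = 100 µM mitoxantrone as full dye displacement; higher means more dye released from RNA so lower well fluorescence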
PG9 binder: PG9 antibody binding by small molecule | TR-FRET gp120-PG9 antibody binding | inhibition, % at 6.7 µM | 360,000 tested, 0.43% active; in the data active = inhibition above about 8.5%
ARFGAP1 inhibitor: rat ARFGAP1 inhibition. inhibition, % at 16.5 µM. 360,000 tested, 0.26% active. Arfgap1-stimulated ARF1 GTP hydrolysis, GDP FP detection. AID 651572;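 active = inhibition above a per-plate limit, mean inhibition of low control wells plus 3 SD, cut at about 25% in these data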;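 note: 0% = DMSO wells with enzyme and 100% = wells lacking Arfgap1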
Target sequence (Q62848 1-136 limits assumed): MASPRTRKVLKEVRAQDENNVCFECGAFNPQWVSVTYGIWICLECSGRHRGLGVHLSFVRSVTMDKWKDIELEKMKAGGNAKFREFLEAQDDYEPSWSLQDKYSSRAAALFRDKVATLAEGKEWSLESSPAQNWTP
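system = rat Arfgap1 catalytic domain, aa 1-136 | technique = FP, GDP Alexa 633 tracer displaced from anti-GDP antibody, 620/688 nm | compound = one concentration, 16.5 µM, DMSO 1.26% | medium = HEPES-based buffer, pH 7.5 | timing = compound-enzyme preincubation 20 min, reaction 120 min, detection 60 min, 25 °C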
HTRA1 inh: blocks human HTRA1 serine peptidase; recombinant HTRA1, FP-rhodamine activity-based probe, fluorescence polarization; 340,000 tested, 0.5% active; AID 504803; Q92743; inhibition, % at 5.96 µM; in the data active = inhibition above about 36%;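 note: 0% = enzyme with DMSO and 100% = wells lacking enzyme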
Target sequence (Q92743 whole entry, looked up): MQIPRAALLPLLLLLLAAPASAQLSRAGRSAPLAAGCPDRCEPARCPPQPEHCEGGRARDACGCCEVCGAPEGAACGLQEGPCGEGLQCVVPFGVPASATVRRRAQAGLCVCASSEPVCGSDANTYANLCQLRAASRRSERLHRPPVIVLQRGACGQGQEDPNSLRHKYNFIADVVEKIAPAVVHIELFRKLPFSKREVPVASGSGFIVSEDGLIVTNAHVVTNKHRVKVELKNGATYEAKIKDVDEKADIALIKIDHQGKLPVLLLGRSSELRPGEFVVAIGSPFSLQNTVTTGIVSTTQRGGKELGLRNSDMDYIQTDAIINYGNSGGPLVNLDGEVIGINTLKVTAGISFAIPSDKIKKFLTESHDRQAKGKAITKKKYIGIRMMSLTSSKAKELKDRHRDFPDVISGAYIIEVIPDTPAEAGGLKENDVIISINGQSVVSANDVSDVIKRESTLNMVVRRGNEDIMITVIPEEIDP
GC-B act: GC-B (human) receptor activation. 370,000 tested, 0.11% active. AID 1920062. HEK293-GC-B cells, CNP EC30, cGMP TR-FRET; 0% at EC30 CNP, 100% saturating CNP. activation, % at 10 µM;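 active = activation at 10 µM reaching about 35% in either raw or pattern-adjusted values, limit read from the data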
NPR1 activator: GC-A (human) enzyme activation; P16066; HEK293 GC-A cells, cGMP TR-FRET, EC30 ANP; 0% at EC30 ANP, 100% saturating ANP; activation, % at 10 µM; 370,000 tested, 0.14% active; AID 1671463; in the data active = activation above about 40%
Numbers without * were called inactive; & = joins results of further samples.

Screening c1ccc(-c2n[nH]c(-c3ccccn3)n2)nc1 returned ABHD4 inh -6&-4, ASAP1 GAP inh 5&-6, Rev-erbA mod 0&3, SMARCA2 activ 3&1, rCAG RNA binder -1&-1, PG9 binder -0.8&2.1, ARFGAP1 inhibitor 2&-8, HTRA1 inh -6&1, GC-B act 5&-7 and NPR1 activator 4&0.
Screening CCCC[n+]1ccn(-c2nc3c([N+](=O)[O-])cccc3n2C)c1 returned ABHD4 inh 6, ASAP1 GAP inh -2, Rev-erbA mod -1, SMARCA2 activ 2, rCAG RNA binder -6, PG9 binder -5.1, ARFGAP1 inhibitor 10, HTRA1 inh 0, GC-B act -3 and NPR1 activator 6.
Screening CC[C@]1(C(=O)OC)[C@H]2C(=O)N(Cc3ccccc3)C(=O)[C@H]2[C@H]2CN=C(SCc3ccc(C(=O)OC)cc3)N21 returned ABHD4 inh -4, ASAP1 GAP inh -3, Rev-erbA mod 3, SMARCA2 activ -4, rCAG RNA binder 1, PG9 binder -0.2, ARFGAP1 inhibitor 1, HTRA1 inh -10, GC-B act 2 and NPR1 activator 0.
For COC(=O)C1=NN(c2ccccc2)C2(S1)S/C(=C\c1ccccc1)C(=O)N2c1ccccc1 (stereo unspecified) the results were ABHD4 inh 0, ASAP1 GAP inh -11, Rev-erbA mod 5, SMARCA2 activ 2, rCAG RNA binder 2, PG9 binder -1.0, ARFGAP1 inhibitor 6, HTRA1 inh -2, GC-B act -13 and NPR1 activator -1.
CSc1nnc(-c2ccccc2)n1C was read as ABHD4 inh -2, ASAP1 GAP inh -7, Rev-erbA mod -4, SMARCA2 activ 2, rCAG RNA binder -1, PG9 binder 0.5, ARFGAP1 inhibitor -13, HTRA1 inh 2, GC-B act 1 and NPR1 activator 0.
For Cc1c(NC(=O)N(C)C)c(=O)n(-c2ccccc2)n1C the results were ABHD4 inh 4, ASAP1 GAP inh 6, Rev-erbA mod -2, SMARCA2 activ -1, rCAG RNA binder 2, PG9 binder 0.5, ARFGAP1 inhibitor 5, HTRA1 inh -2, GC-B act 5 and NPR1 activator 7.
Screening O=S1(=O)C[C@@H](N2CCN(CC3CC3)CC2)[C@H](COCc2ccccc2)N1 returned ABHD4 inh 1, ASAP1 GAP inh 7, Rev-erbA mod -2, SMARCA2 activ -1, rCAG RNA binder 0, PG9 binder -0.7, ARFGAP1 inhibitor 0, GC-B act -3 and NPR1 activator 0.
Screening O=C(Cn1c(C(F)(F)F)nc2ccccc21)c1ccc(Br)cc1 returned ABHD4 inh -10, ASAP1 GAP inh 16, Rev-erbA mod -1, SMARCA2 activ -3, rCAG RNA binder -4, PG9 binder 2.8, ARFGAP1 inhibitor 2, HTRA1 inh -7, GC-B act -1 and NPR1 activator 1.
For CCc1cc(-c2n[nH]c(C)c2-c2nc3ccccc3s2)c(O)cc1OCC(=O)NN the results were ABHD4 inh -2, ASAP1 GAP inh -6, Rev-erbA mod 13*, SMARCA2 activ -4, rCAG RNA binder 6, PG9 binder 1.2, ARFGAP1 inhibitor -8, HTRA1 inh -10, GC-B act -3 and NPR1 activator -7.
O=C(Nc1ncc(S(=O)(=O)c2ccc([N+](=O)[O-])cc2)s1)c1ccc2ccccc2c1 was read as ABHD4 inh -1, ASAP1 GAP inh -2, Rev-erbA mod 2, SMARCA2 activ -1, rCAG RNA binder 3, PG9 binder -3.3, ARFGAP1 inhibitor -7, HTRA1 inh 4, GC-B act -4 and NPR1 activator -2.
Screening CCN1C(=O)C(Cc2nc3ccccc3c(=O)n2C)c2ccccc21 (stereo unspecified) returned ABHD4 inh -4, ASAP1 GAP inh 1, Rev-erbA mod -1, SMARCA2 activ -1, rCAG RNA binder 1, PG9 binder -2.6, ARFGAP1 inhibitor 0, HTRA1 inh -4, GC-B act -4 and NPR1 activator -5.
`O=C(COC(=O)C1CCN(C(=O)Nc2ccccc2)CC1)NCC(F)(F)F` gave ABHD4 inh -3, ASAP1 GAP inh -5, Rev-erbA mod 0, SMARCA2 activ -2, rCAG RNA binder -5, PG9 binder -2.1, ARFGAP1 inhibitor 6, HTRA1 inh -1, GC-B act 2 and NPR1 activator -1.
Screening CCOc1ccc(N2CC(C(=O)Nc3ccc(S(=O)(=O)N4CCCC4)cc3)CC2=O)cc1 (stereo unspecified) returned ABHD4 inh -3, ASAP1 GAP inh 6, Rev-erbA mod -5, SMARCA2 activ -2, rCAG RNA binder 11, PG9 binder 1.4, ARFGAP1 inhibitor -1, HTRA1 inh -14, GC-B act -6 and NPR1 activator -1.
For C[C@H](O)[C@@H]1C(=O)N2CCc3ccc(N4CCN(C)CC4)cc3[C@@H]2C[C@@H]1N(C)C(=O)c1ccc(C#N)cc1 the results were ABHD4 inh -1, ASAP1 GAP inh -13, Rev-erbA mod 5, SMARCA2 activ 7, rCAG RNA binder -1, PG9 binder 0.5, ARFGAP1 inhibitor 5, HTRA1 inh 3, GC-B act 2 and NPR1 activator 2.
`Cc1nc(C)c(C(=O)OCC(=O)NCc2ccccc2Cl)s1` gave ABHD4 inh 3, ASAP1 GAP inh -4, Rev-erbA mod -4, SMARCA2 activ -1, rCAG RNA binder 2, PG9 binder 0.3, ARFGAP1 inhibitor 0, HTRA1 inh -4, GC-B act -2 and NPR1 activator 0.
Screening Cc1c(C)c2ccc(OCC(=O)NC3CCN(Cc4ccccc4)CC3)c(C)c2oc1=O returned ABHD4 inh -2, ASAP1 GAP inh -12, Rev-erbA mod 6, SMARCA2 activ -1, rCAG RNA binder -8, PG9 binder 0.1, ARFGAP1 inhibitor 4, HTRA1 inh 3, GC-B act -4 and NPR1 activator -3.
Screening CC(=C/c1ccccc1)/C=N/n1c(C)n[nH]c1=S returned ABHD4 inh 2, ASAP1 GAP inh 3, Rev-erbA mod -5, SMARCA2 activ 0, rCAG RNA binder -3, PG9 binder -1.8, ARFGAP1 inhibitor 6, HTRA1 inh -2, GC-B act -4 and NPR1 activator -6.
Screening Cc1cccc(C2Nc3ccccc3C(=O)N2c2ccc(F)cc2)n1 (stereo unspecified) returned ABHD4 inh -6, ASAP1 GAP inh 2, Rev-erbA mod 3, SMARCA2 activ -1, rCAG RNA binder -1, PG9 binder -4.4, ARFGAP1 inhibitor 9, HTRA1 inh -4, GC-B act -9 and NPR1 activator -10.
COc1ccc([N+](=O)[O-])cc1N(CC(O)CN1CCCCC1)S(=O)(=O)c1ccccc1 (stereo unspecified) was read as ABHD4 inh -4, ASAP1 GAP inh -1, Rev-erbA mod 2, SMARCA2 activ -2, rCAG RNA binder 2, PG9 binder 1.8, ARFGAP1 inhibitor -20, HTRA1 inh -12, GC-B act -3 and NPR1 activator -6.
`CC(C)C(NS(=O)(=O)c1cccs1)C(=O)NCc1ccccc1Cl` (stereo unspecified) gave ABHD4 inh 2, ASAP1 GAP inh 11, Rev-erbA mod 2, SMARCA2 activ 1, rCAG RNA binder -1, PG9 binder -2.4, ARFGAP1 inhibitor 14, HTRA1 inh -9, GC-B act -7 and NPR1 activator 2.
CC(c1ccc(F)cc1)n1cc(C(=O)NCCN(C)C)nn1 (stereo unspecified) was read as ABHD4 inh 2, ASAP1 GAP inh 1, Rev-erbA mod -6, SMARCA2 activ 2, rCAG RNA binder 2, PG9 binder -0.5, ARFGAP1 inhibitor -2, HTRA1 inh 8, GC-B act -1 and NPR1 activator 0.
Screening COC(=O)c1cc(Cl)c(NC(=O)/C=C/c2ccc(Cl)cc2)cc1OC returned ABHD4 inh 3, ASAP1 GAP inh 13, Rev-erbA mod -18, SMARCA2 activ -1, rCAG RNA binder 0, PG9 binder -1.3, ARFGAP1 inhibitor 4, HTRA1 inh -11, GC-B act -1 and NPR1 activator 4.
CC(NC(=O)Nc1ccccc1C(F)(F)F)C1CCCO1 (stereo unspecified) was read as ABHD4 inh -6, ASAP1 GAP inh 13, Rev-erbA mod 0, SMARCA2 activ -2, rCAG RNA binder 4, PG9 binder -1.7, ARFGAP1 inhibitor -4, HTRA1 inh -4, GC-B act 5 and NPR1 activator 2.
`CC(C)n1nc(C(=O)Oc2cc(Cl)ccc2Cl)c2ccccc2c1=O` gave ABHD4 inh 3, ASAP1 GAP inh 3, Rev-erbA mod -2, SMARCA2 activ -1, rCAG RNA binder 0, PG9 binder 0.3, ARFGAP1 inhibitor 1, HTRA1 inh 1, GC-B act -7 and NPR1 activator -2.
Screening Cc1cc(-c2cc(C(=O)NCc3ccccc3)on2)nc(S(C)(=O)=O)n1 returned ABHD4 inh -1, ASAP1 GAP inh 5, Rev-erbA mod -1, SMARCA2 activ 3, rCAG RNA binder -3, PG9 binder -0.6, ARFGAP1 inhibitor 4, HTRA1 inh -26, GC-B act 5 and NPR1 activator 5.
For O=C(O)CNC(=O)c1ccccc1Br the results were ABHD4 inh 4, ASAP1 GAP inh 2, Rev-erbA mod 2, SMARCA2 activ -1, rCAG RNA binder 0, PG9 binder -0.3, ARFGAP1 inhibitor 2, HTRA1 inh 9, GC-B act -2 and NPR1 activator -4.
Screening Cc1nn(C(C)C(=O)N2CCCCC2)c(=O)c2c1sc1ccccc12 (stereo unspecified) returned ABHD4 inh 6, ASAP1 GAP inh 6, Rev-erbA mod -4, SMARCA2 activ -5, rCAG RNA binder -3, PG9 binder 0.3, ARFGAP1 inhibitor -6, HTRA1 inh 1, GC-B act 4 and NPR1 activator 2.
`CCc1nnc(NC(=O)CSc2nnc(CNc3cccc(C)c3)n2-c2ccccc2)s1` gave ABHD4 inh -3, ASAP1 GAP inh 9, Rev-erbA mod 1, SMARCA2 activ -1, rCAG RNA binder -5, PG9 binder 0.2, ARFGAP1 inhibitor 5, HTRA1 inh -3, GC-B act -1 and NPR1 activator -1.
O=C(CCCN1C(=O)/C(=C\c2cccs2)SC1=S)NNC(=O)c1cccnc1 was read as ABHD4 inh -6, ASAP1 GAP inh -6, Rev-erbA mod 0, SMARCA2 activ -4, rCAG RNA binder 11, PG9 binder -0.8, ARFGAP1 inhibitor 4, HTRA1 inh -2, GC-B act 0 and NPR1 activator -9.
Cc1cccc(Oc2ccc(C(=O)NC3CCSC3=O)cn2)c1C (stereo unspecified) was read as ABHD4 inh -12, ASAP1 GAP inh -21, Rev-erbA mod 9, SMARCA2 activ -3, rCAG RNA binder 1, PG9 binder -3.4, ARFGAP1 inhibitor -1, HTRA1 inh -3, GC-B act -3 and NPR1 activator -2.
CCOC(=O)c1c(S(=O)(=O)NCC(=O)NCc2ccccc2)c(C)n(C)c1C was read as ABHD4 inh -1, ASAP1 GAP inh 3, Rev-erbA mod 5, SMARCA2 activ 2, rCAG RNA binder -1, PG9 binder -0.4, ARFGAP1 inhibitor 10, HTRA1 inh -2, GC-B act -2 and NPR1 activator -1.

In the list so far, these have an aryl methoxy group:
COc1ccc([N+](=O)[O-])cc1N(CC(O)CN1CCCCC1)S(=O)(=O)c1ccccc1 (stereo unspecified) was read as ABHD4 inh -4, ASAP1 GAP inh -1, Rev-erbA mod 2, SMARCA2 activ -2, rCAG RNA binder 2, PG9 binder 1.8, ARFGAP1 inhibitor -20, HTRA1 inh -12, GC-B act -3 and NPR1 activator -6.
Screening COC(=O)c1cc(Cl)c(NC(=O)/C=C/c2ccc(Cl)cc2)cc1OC returned ABHD4 inh 3, ASAP1 GAP inh 13, Rev-erbA mod -18, SMARCA2 activ -1, rCAG RNA binder 0, PG9 binder -1.3, ARFGAP1 inhibitor 4, HTRA1 inh -11, GC-B act -1 and NPR1 activator 4.
